# SENP7 inh – blocks the human protease SENP7; Q9BQF6; inhibition, % at 5 µM; 330,000 compounds, 1.5% hits; recombinant SENP7, Z-RLRGG-aminoluciferin luminescence, 40 min; AID 434973;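 active means inhibition above about 50% at the single test dose, limit read from the data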;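 further: plate controls were DMSO with enzyme for no effect and no enzyme buffer wells for full effect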
# SENP6 inh – blocks the human protease SENP6; AID 2599; inhibition, % at 10 µM; 330,000 compounds, 1.8% hits; Q9GZR1; Recombinant SENP6 catalytic domain, aminoluciferin luminescence;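 active means inhibition above about 50% at the single tested dose, limit read from the data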;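 further: plate controls were DMSO wells with enzyme for no effect and DMSO wells lacking enzyme for full effect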
# PfGluPho inh – PfG6PD (Plasmodium falciparum) enzyme inhibition; PfGluPho enzyme, NADPH resazurin-diaphorase fluorescence; inhibition, % at 20 µM; 350,000 compounds, 0.78% hits; AID 504690;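 active means inhibition reaching at least a set limit at 20 µM in the primary screen, cut at about 59% in these data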;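 further: 0% = DMSO wells with substrate and 100% = DMSO wells lacking glucose-6-phosphate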
# HKDC1 inhibitor – blocks human hexokinase HKDC1 activity; Q2TB90; recombinant HKDC1, G6PDH/diaphorase resazurin coupled fluorescence; inhibition, % at 20 µM; 340,000 compounds, 0.16% hits; AID 493160;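 active means inhibition above about 35% when tested at 20 µM, limit read from the data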;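 further: plate controls were DMSO wells with enzyme for no effect and DMSO wells lacking enzyme for full effect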
# Target sequence (Q2TB90 whole entry, looked up): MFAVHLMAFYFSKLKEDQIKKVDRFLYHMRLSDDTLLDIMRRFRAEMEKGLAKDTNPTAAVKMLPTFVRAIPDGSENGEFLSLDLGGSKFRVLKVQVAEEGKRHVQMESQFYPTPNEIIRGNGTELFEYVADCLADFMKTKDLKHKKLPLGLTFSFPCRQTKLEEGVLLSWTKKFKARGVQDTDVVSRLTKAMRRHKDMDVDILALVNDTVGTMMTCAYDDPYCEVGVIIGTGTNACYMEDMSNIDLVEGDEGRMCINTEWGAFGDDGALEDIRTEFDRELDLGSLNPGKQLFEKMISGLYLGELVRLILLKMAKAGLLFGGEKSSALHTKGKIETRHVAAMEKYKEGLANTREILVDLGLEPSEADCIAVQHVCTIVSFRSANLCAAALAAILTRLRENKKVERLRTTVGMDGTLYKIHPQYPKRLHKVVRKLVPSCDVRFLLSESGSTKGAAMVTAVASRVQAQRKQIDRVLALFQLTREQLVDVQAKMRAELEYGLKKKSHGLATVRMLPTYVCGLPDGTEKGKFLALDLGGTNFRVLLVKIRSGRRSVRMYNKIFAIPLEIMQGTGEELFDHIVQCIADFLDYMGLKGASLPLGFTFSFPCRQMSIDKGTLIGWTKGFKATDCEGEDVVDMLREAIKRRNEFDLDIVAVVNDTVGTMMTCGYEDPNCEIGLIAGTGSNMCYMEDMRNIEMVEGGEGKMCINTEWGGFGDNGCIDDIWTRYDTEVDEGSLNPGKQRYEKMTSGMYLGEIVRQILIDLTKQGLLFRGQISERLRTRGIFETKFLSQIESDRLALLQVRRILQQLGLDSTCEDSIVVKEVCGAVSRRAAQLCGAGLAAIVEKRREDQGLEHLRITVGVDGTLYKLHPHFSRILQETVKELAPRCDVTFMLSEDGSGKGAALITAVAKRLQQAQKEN
#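 Test system: HK5 enzyme. Quantity: 5 µg/mL HK5 final. Reagent: glucose and ATP substrates. Schedule: 90 min reaction incubation at room temperature, dark. Technique: resazurin-to-resorufin fluorescence via G6PDH and diaphorase coupling, 525/613 nm. Control set: DMSO wells with and without enzyme mix.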
# MIN6 prolif – induces beta-cell replication in MIN6 cells | MIN6 cells proliferation, ATPlite luminescence, 48 h; cells starved in 0.2% serum; 100% = growth in 10% serum | proliferation, % at 10 µM | 330,000 compounds, 0.29% hits | AID 2380;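 active means compounds whose signal lies at least 3.5 SD above the mean of all wells on their plate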;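 further: 0% = DMSO-treated cells in low-serum medium and 100% = 10% serum control; some compounds called inactive have numbers as strong as hits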
# SENP8 block-1 – inhibitors of human SENP8 protease; Q96LD8; purified SENP8, Z-RLRGG-aminoluciferin cleavage, luminescence; inhibition, % at 10 µM; 330,000 compounds, 1.2% hits; AID 2540; in the data active means inhibition above about 50%
# Target sequence (Q96LD8 whole entry, looked up): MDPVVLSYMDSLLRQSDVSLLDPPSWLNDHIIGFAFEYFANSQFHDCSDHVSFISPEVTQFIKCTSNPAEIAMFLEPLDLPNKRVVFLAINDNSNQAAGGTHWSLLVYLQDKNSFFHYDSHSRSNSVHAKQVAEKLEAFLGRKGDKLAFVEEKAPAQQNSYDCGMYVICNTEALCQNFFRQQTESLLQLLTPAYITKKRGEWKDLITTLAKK
# SENP8 block-2 – inhibitors of human SENP8 protease; Q96LD8; recombinant SENP8, Nedd8 substrate fluorescence; inhibition, % at 20 µM; 360,000 compounds, 0.64% hits; AID 602440; in the data active means inhibition mostly above about 40%, no sharp cut-off; inactive means mostly below about 27%
# SENP1 FRET inh – blocks the human SENP1 SUMO protease catalytic domain; Q9P0U3; recombinant SENP1 catalytic domain, CyPet-SUMO1-YPet FRET cleavage; inhibition, % at 10 µM; 360,000 compounds, 0.21% hits; AID 624204;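 active means inhibition at least 30% at 10 µM, raw YFP signal under a set limit, fluorescence ratio 0.5 to 1.5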;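 further: 0% = enzyme with DMSO and 100% = no enzyme wells; some results filed as inactive read as strong as hits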
#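 System: Recombinant human SENP1 catalytic domain, His6-tagged | Incubation: Enzyme reaction for 50 min at room temperature, dark | Medium: Tris pH 8 with BME, BSA, NP40 and catalase | Also added: 25 nM SUMO1 FRET substrate | Compound: 10 µM single point, 0.5% DMSO | Measured by: FRET fluorescence in CFP and YFP emission channels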
# UBC13 polyUb – human UBC13 polyubiquitination inhibition; UBC13 polyubiquitin chain formation, TR-FRET; inhibition, % at 20 µM; 330,000 compounds, 0.47% hits; AID 485273; in the data active means inhibition above about 45%, passing the limit was not always enough
# * hit, by the source's call; i = inactive. Outcome played no part in choosing rows. About 4% of those tested had a hit in this group.
No.	SMILES	SENP7 inh	SENP6 inh	PfGluPho inh	HKDC1 inhibitor	MIN6 prolif	SENP8 block-1	SENP8 block-2	SENP1 FRET inh	UBC13 polyUb
1	c1ccc(CN2CCN(CCCNc3ccc4nnc(-c5ccccc5)n4n3)CC2)cc1	-14	-5	31	-1	2	-16	-12	-8	14
2	O=C1C(=C(O)c2ccccc2)C(=O)c2ccccc21	-2	74*	-18	-6	-3	47	66*	7	-35
3	N#Cc1cccc(NC(=O)N2CCC(c3nc4c(nnn4Cc4cccc(Cl)c4)c(=O)[nH]3)CC2)c1	-6	-21	3	-2	-3	-11	17	-1	15
4	CC(Nc1ncnc2sccc12)c1ccccc1 (stereo not drawn)	5	-19	15	6	-4	-2	-15	-74	-4
5	Clc1ccc(-c2noc(CN3CCCC3)n2)cc1	-14	-8	-3	-7	-3	-3	16	0	4
6	CCCc1cc(=O)oc2c3c(cc(OCC(=O)N[C@@H](CSC)C(=O)O)c12)OC(C)(C)CC3	4	0	-22	0	-4	3	-286	1	10
7	C=CCSc1nnc(-c2sc(-c3ccccc3)nc2C)n1C	-3	-15	-8	-3	6	-7	-263	1	6
8	CCOC(=O)/C=C1\CN(C(C)c2ccccc2)S(=O)(=O)c2ccccc21 (stereo not drawn)	5	1	46	-1	-1	4	4	2	-1
9	Cc1ccccc1-c1nnc(SCC(=O)NCc2ccc3c(c2)OCO3)n1C	12	1	-16	-4	-4	-1	8	0	0
10	CN(C)C(=O)CSCc1c(Cl)cccc1Cl	-1	-2	13	-10	-2	2	20	0	1
11	CC(C)=CCCC(C)N(C=O)C(C)CCC=C(C)C (stereo not drawn)	-1	5	0	-3	-1	-7	20	1	0
12	Cc1cc(C)c(NC(=O)Nc2ccccc2)c(C)n1	7	9	0	-3	-1	7	9	0	1
13	CCOC(=O)C1(Cc2ccccc2C(F)(F)F)CCN(CCCn2cccn2)CC1	5	8	-8	-6	-2	5	4	0	5
14	O=C(O)c1cccc([N+](=O)[O-])c1C(=O)Nc1ccc2ccccc2c1	-3	-4	-12	20	-4	-7	-309	-5	3
15	O=C(Nc1cccc(C(F)(F)F)c1)c1cc[n+]([O-])cc1	-7	-31	-8	-2	-1	-7	4	3	-3
16	CCOC(=O)CN1C(=O)N[C@@H](c2ccco2)C(C(C)=O)=C1C	-9	-18	3	-2	-2	3	17	1	8
17	O=C1c2ccccc2-c2c1cccc2C(=O)N1CCN(C(=O)c2ccco2)CC1	1	8	17	2	-2	6	19	2	0
18	Cc1cc(Cl)c(OCCCn2cncn2)c(Br)c1	-5	-11	2	-1	0	-3	15	4	-1
19	CN(CCOc1ccc(Cl)cc1)CC(=O)Nc1ccc(OC(F)(F)F)cc1	-11	-18	20	4	-7	-7	12	0	3
20	C=CCn1c(=N)n(CC(=O)c2cccc([N+](=O)[O-])c2)c2ccccc21	-20	-24	42	-3	-4	-5	-21	1	-14
21	O=S(=O)(Nc1ccc(Cl)c(C(F)(F)F)c1)c1cnc[nH]1	4	-10	-10	-6	-1	2	28	3	1
22	COc1ccc(CNC(=S)Nc2cccc(F)c2)cc1	-9	-18	-8	2	0	-12	2	1	-1
23	Cc1cccc(N=Nc2cn[nH]c2-c2ccco2)c1	2	1	-7	-5	0	3	17	-1	5
24	O=S1(=O)CC(O)C(Nc2ccc(Cl)cc2)C1 (stereo not drawn)	4	-8	-4	-4	-1	-5	29	4	0
25	O=C(c1ccco1)N1CCN(Cc2c(Cl)cccc2Cl)CC1	-6	-12	-5	-3	-1	-2	13	0	3
26	COc1ccc(-n2cnnc2SCC(=O)Nc2cc(C)on2)cc1	-3	-14	9	5	3	-3	5	-1	-3
27	Nc1nc(SCC(=O)N2CCCC2)[nH]c(=O)c1NC(=O)c1cccs1	3	-8	-6	-6	-3	5	8	2	-3
28	O=C(Nc1cccc2ncccc12)c1cccnc1	0	2	6	-2	2	5	27	-1	3
29	N#Cc1ccc(COC(=O)c2ccc3c(c2)OCO3)cc1	-12	5	-9	-1	-5	5	7	0	-1
30	COc1cc(NC(=O)COC(C)=O)cc(OC)c1OC	0	5	4	-2	2	5	10	2	12

# 2 entries from above in a different format:
13) CCOC(=O)C1(Cc2ccccc2C(F)(F)F)CCN(CCCn2cccn2)CC1
  SENP7 inh = 5
  SENP6 inh = 8
  PfGluPho inh = -8
  HKDC1 inhibitor = -6
  MIN6 prolif = -2
  SENP8 block-1 = 5
  SENP8 block-2 = 4
  SENP1 FRET inh = 0
  UBC13 polyUb = 5
14) O=C(O)c1cccc([N+](=O)[O-])c1C(=O)Nc1ccc2ccccc2c1
  SENP7 inh = -3
  SENP6 inh = -4
  PfGluPho inh = -12
  HKDC1 inhibitor = 20
  MIN6 prolif = -4
  SENP8 block-1 = -7
  SENP8 block-2 = -309
  SENP1 FRET inh = -5
  UBC13 polyUb = 3

# Given as labelled records: 2 of the compounds above.
(27) Nc1nc(SCC(=O)N2CCCC2)[nH]c(=O)c1NC(=O)c1cccs1
  SENP7 inh: 3
  SENP6 inh: -8
  PfGluPho inh: -6
  HKDC1 inhibitor: -6
  MIN6 prolif: -3
  SENP8 block-1: 5
  SENP8 block-2: 8
  SENP1 FRET inh: 2
  UBC13 polyUb: -3

(18) Cc1cc(Cl)c(OCCCn2cncn2)c(Br)c1
  SENP7 inh: -5
  SENP6 inh: -11
  PfGluPho inh: 2
  HKDC1 inhibitor: -1
  MIN6 prolif: 0
  SENP8 block-1: -3
  SENP8 block-2: 15
  SENP1 FRET inh: 4
  UBC13 polyUb: -1

# Excerpt: entries 1–7
No.	SMILES	SENP7 inh	SENP6 inh	PfGluPho inh	HKDC1 inhibitor	MIN6 prolif	SENP8 block-1	SENP8 block-2	SENP1 FRET inh	UBC13 polyUb
1	c1ccc(CN2CCN(CCCNc3ccc4nnc(-c5ccccc5)n4n3)CC2)cc1	-14	-5	31	-1	2	-16	-12	-8	14
2	O=C1C(=C(O)c2ccccc2)C(=O)c2ccccc21	-2	74*	-18	-6	-3	47	66*	7	-35
3	N#Cc1cccc(NC(=O)N2CCC(c3nc4c(nnn4Cc4cccc(Cl)c4)c(=O)[nH]3)CC2)c1	-6	-21	3	-2	-3	-11	17	-1	15
4	CC(Nc1ncnc2sccc12)c1ccccc1 (stereo not drawn)	5	-19	15	6	-4	-2	-15	-74	-4
5	Clc1ccc(-c2noc(CN3CCCC3)n2)cc1	-14	-8	-3	-7	-3	-3	16	0	4
6	CCCc1cc(=O)oc2c3c(cc(OCC(=O)N[C@@H](CSC)C(=O)O)c12)OC(C)(C)CC3	4	0	-22	0	-4	3	-286	1	10
7	C=CCSc1nnc(-c2sc(-c3ccccc3)nc2C)n1C	-3	-15	-8	-3	6	-7	-263	1	6

# Next part.
No.	SMILES	SENP7 inh	SENP6 inh	PfGluPho inh	HKDC1 inhibitor	MIN6 prolif	SENP8 block-1	SENP8 block-2	SENP1 FRET inh	UBC13 polyUb
31	Cc1csc2ncc(C(=O)NCc3ccccn3)c(=O)n12	9	-7	-14	5	-3	-14	-378	0	-6
32	CN1CCN(S(=O)(=O)c2ccc(NC(=S)NC(=O)c3ccccc3)cc2)CC1	-10	0	8	-3	0	-1	24	0	-9
33	C=CCOC(=O)C1=C[C@H](c2cn(C(C)=O)c3ccccc23)C[C@H](OCc2ccc(CO)cc2)O1	-9	-12	16	1	-3	-6	-56	-9	23
34	CCOC(=O)c1sc(Nc2nc3cc4c(cc3s2)OCO4)cc1C	-3	5	41	-6	-3	-9	-404	-99	-1
35	Cc1cc(C)c(S(=O)(=O)N/N=C/c2ccc3c(c2)OCO3)c(C)c1	-6	-6	-6	0	-3	1	14	2	4
36	C/C=C\C(=O)Nc1cccc(C2=NOC3(C2)C[C@@H](C(N)=O)N(C(=O)C2(C)CC2)C3)c1 (stereo partly drawn)	10	-1	-8	-2	-3	5	6	1	0
37	CC(C)c1ccc(/C=N/Nc2ccc(C(=O)O)cc2)cc1	101*	98*	-19	16	-5	97*	-101	-4	-20
38	O=C(CCc1nc2ccccc2[nH]1)NC1CCCCC1	-3	8	-7	-4	0	-5	1	1	0
39	C/C(CC(=O)NC1CCCCC1)=N\NC(=O)c1ccccc1C	-2	-8	-8	-2	0	11	8	1	2
40	CCCn1nc(NC(=O)c2cccs2)c2cc3cc(OC)ccc3nc21	8	4	-8	10	-4	7	i	-18	-7
41	Cc1ccc2nsnc2c1NC(=O)CCc1ccccc1	4	1	5	-10	-3	0	-99	0	8
42	Cc1cnc(C(=O)OCC(=O)Nc2ccc3c(c2)OCCO3)cn1	-13	-30	5	-3	1	-15	-5	1	-11
43	O=C1N(Cc2cccc(Cl)c2)C[C@@H]2C[C@@H](c3ccsc3)N3CCC[C@@]123	-1	-2	-13	15	1	7	5	-2	-7
44	CC(=O)NC(C1C(=O)CC(C)(C)CC1=O)(C(F)(F)F)C(F)(F)F	-2	2	-13	-3	-1	0	5	3	4
45	O=C(CNC(=O)C1CCCCC1)OCn1nnc2ccccc2c1=O	-6	-23	12	-10	-1	-5	24	1	-9
46	O=C(CCC(=O)Nc1ccc(Cl)cc1)N/N=C/c1ccc2c(c1)OCO2	3	-1	23	-11	-2	3	0	0	3
47	Cc1[nH]nc(N2CCCCC2)c1[N+](=O)[O-]	5	-5	3	-4	0	1	44*	1	4
48	COc1cc(/C=C(/NC(C)=O)C(=O)O)cc(Cl)c1OCc1ccc(Br)cc1	3	9	-6	-6	-3	1	26	0	-4
49	Cc1cc(C(=O)Nc2ccccc2Cc2ccccc2)no1	-9	-12	3	0	1	0	-1	-2	8
50	O=C1CN(C(=O)COC(=O)c2ccc(C(F)(F)F)cc2)c2ccccc2N1	-13	-19	1	-5	-3	-8	4	-2	-9
51	O=C(Cn1ncc(Cl)c(Cl)c1=O)NC1CCCCC1	2	0	9	5	-8	1	2	-1	-3
52	O=C(Nc1ccccc1N1CCCCC1)C1CCN(S(=O)(=O)c2cccc(C(F)(F)F)c2)CC1	-12	-13	2	2	-3	-4	4	1	-8
53	O=C(NCc1cccs1)c1cnc(Cl)c(Cl)c1	-8	1	2	-5	-5	-9	16	2	-11
54	CCOc1ccc(S(=O)(=O)N2CCC(C(=O)NC3CC3)CC2)cc1Cl	-7	-22	21	-7	-1	-7	4	-3	3
55	Cc1ccc(S(=O)(=O)N2CCN(C(=O)CCOc3ccccc3C)CC2)cc1C	0	-3	-2	0	-1	5	0	3	-1
56	CCOc1ccccc1N1CC(C(=O)N2CCN(Cc3ccc(C#N)cc3)CC2)CC1=O (stereo not drawn)	-8	-8	0	-1	2	-10	13	0	-3
57	O=C(c1ccccc1F)N(NC(=O)C(O)(c1ccccc1)c1ccccc1)c1ccccc1	2	-8	-3	0	-1	6	7	2	8
58	CC(C)CN(C(=O)COC(=O)c1cccnc1Cl)c1c(N)n(Cc2ccccc2)c(=O)[nH]c1=O	3	3	-1	-3	-3	6	10	1	5
59	Cc1csc(=O)n1CCC(=O)OCc1nnc(-c2ccccc2)o1	3	2	9	4	3	9	4	0	-1
60	O=C(Nc1ccccc1F)c1ccc(COc2ccc(Cl)cc2Cl)o1	-4	0	10	5	-4	-4	18	1	4
61	Cc1nc2nc(SCC(=O)NCc3ccco3)nn2c(C)c1Cc1ccccc1	-13	-8	19	4	-1	-5	24	-3	-8
62	COc1ccc(CN(C)CC(=O)Nc2ccccc2C(F)(F)F)cc1	-7	1	9	-4	-1	-5	-2	0	1

# Bioassay records: PubChem, Sanford-Burnham Center for Chemical Genomics
